Assay outcomes as filed in PubChem BioAssay.
CYP2C9 inh = human CYP2C9 inhibition. P11712. CYP2C9 Supersomes, luciferin-H conversion, luminescence. inhibition, % at 5 µM. 96,000 compounds, 20% hits. AID 777;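 active = blocking of liver enzyme CYP2C9 beyond about 50% at 5 µM, limit read from the data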; also: values of inactives mirror those of a sister screen read the other way
Target sequence (P11712 whole entry, looked up): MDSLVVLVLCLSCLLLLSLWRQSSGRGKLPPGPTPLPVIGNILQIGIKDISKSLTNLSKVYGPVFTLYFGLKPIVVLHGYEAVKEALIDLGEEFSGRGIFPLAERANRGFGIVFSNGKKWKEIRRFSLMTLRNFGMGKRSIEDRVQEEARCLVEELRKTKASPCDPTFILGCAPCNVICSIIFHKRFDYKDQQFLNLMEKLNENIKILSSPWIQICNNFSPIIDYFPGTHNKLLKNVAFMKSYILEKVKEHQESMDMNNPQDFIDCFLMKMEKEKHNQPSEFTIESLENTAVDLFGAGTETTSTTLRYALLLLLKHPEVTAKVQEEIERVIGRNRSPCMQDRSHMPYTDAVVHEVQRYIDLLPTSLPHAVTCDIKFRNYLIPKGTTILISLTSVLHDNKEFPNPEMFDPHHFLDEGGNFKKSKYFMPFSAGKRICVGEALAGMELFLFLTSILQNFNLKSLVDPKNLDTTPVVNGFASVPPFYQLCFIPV
E coli WT exp = growth inhibitors of E. coli BW25113 wild type; 98,000 compounds, 0.15% hits; OD600 absorbance; growth inhibition, % at 100 µM;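 active = growth inhibition above about 50% at one test dose, limit read from the data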;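 also: growth measured after 20 h incubation at 37 °C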
Pyk2 oligo antag = Pyk2 (human) oligomerization antagonism; z-score (the deposit names both 25 µM and 10 µM); Q293 cells, Pyk2 FERM NanoBiT luminescence; stronger effect = lower value; 99,000 compounds, 0.83% hits; Q14289;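 active = Z-score of -3 or lower, scaled per plate to the spread of control and sample wells; inactive = z-score above -3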;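 also: negative z-score means lost luminescence so less FERM oligomerization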
CYP2C9 act = CYP2C9 (human) activation; recombinant CYP2C9, luciferin-H conversion, luminescence; stronger effect = higher value; factor 1 = untreated enzyme, 0 = blocked; activation factor at 5 µM; 96,000 compounds, 1.4% hits; AID 1024;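 active = activation factor of 2 or more for CYP2C9 at a 5 µM dose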;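 also: 0 = sulfaphenazole-blocked wells and 1 = vehicle-only wells; values of inactives mirror those of a sister screen read the other way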
PostGolgi yeast = growth inhibition of a yeast mutant, post-Golgi transport screen; post-Golgi transport phenotypic cell assay; AID 739; inhibition, % at 10 µM; 98,000 compounds, 0.9% hits;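 also: yeast cells grown in 1536-well plates; yeast grown about 18 h at 30C before absorbance read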
PTPN22 act = LYP (human) phosphatase activation. Q9Y2R2. recombinant LYP, DiFMUP fluorescence; 0 = plate median, 100 = signal doubled. activation, % at 2 µM. 96,000 compounds, 0.11% hits. AID 697;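 active = activation at 2 µM above a set limit, the mean plus 5 SD, cut at about 37% in these data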
hDAT+cocaine = human DAT dopamine uptake with cocaine, either direction | 110,000 compounds, 1.3% hits | LLC-PK1 hDAT cells, [14C]-dopamine uptake with cocaine IC80; actives deviate in either direction | Q01959 | B-score at 10 µM;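 active = Z score or B-score, a plate-position-corrected score, falls beyond the plate's 99.7% confidence bounds, in either direction; inactive = both scores lie inside the 99.7% bounds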;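 also: scored against the spread of the other compound wells on the same plate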
Target sequence (Q01959 whole entry, looked up): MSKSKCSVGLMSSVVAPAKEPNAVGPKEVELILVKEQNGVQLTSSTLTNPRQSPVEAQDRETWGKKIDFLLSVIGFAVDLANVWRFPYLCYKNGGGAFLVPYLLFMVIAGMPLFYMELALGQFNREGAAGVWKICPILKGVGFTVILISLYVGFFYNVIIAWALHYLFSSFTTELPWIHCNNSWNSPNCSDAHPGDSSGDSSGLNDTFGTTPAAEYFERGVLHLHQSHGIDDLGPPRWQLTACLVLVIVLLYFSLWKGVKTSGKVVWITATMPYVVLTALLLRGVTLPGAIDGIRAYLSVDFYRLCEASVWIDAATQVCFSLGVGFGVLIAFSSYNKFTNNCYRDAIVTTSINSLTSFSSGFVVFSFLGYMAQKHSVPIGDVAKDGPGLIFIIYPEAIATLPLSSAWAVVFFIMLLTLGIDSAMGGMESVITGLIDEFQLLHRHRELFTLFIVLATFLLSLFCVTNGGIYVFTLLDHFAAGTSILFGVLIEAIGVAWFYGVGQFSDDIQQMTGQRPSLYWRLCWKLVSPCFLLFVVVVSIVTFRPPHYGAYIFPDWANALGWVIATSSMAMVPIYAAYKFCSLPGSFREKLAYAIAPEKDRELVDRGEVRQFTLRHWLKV
LYP inh 2 = blocks human PTPN22 phosphatase activity. Q9Y2R2. recombinant LYP catalytic domain, DiFMUP fluorescence. inhibition, % at 2 µM. 96,000 compounds, 0.21% hits;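 active = inhibition at 2 µM at or above a set limit, the screen mean plus 3 SD, cut at about 24% in these data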;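 also: 0% = DMSO with enzyme and 100% = enzyme fully blocked by orthovanadate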
PostGolgi ctrl = inhibits growth of the yeast control strain | 98,000 compounds, 5% hits | efflux-deficient yeast background strain, growth absorbance A615, 16 h | inhibition, % at 10 µM
* marks the source's active call; other numbers are inactive results; / = no result given. Rule as the data show it, unless noted: active = inhibition above about 30%; inactive = the rest. An unsorted share of the library; 24% or so of the library scored in one or more.

Assay codes: A = CYP2C9 inh; B = E coli WT exp; C = Pyk2 oligo antag; D = CYP2C9 act; E = PostGolgi yeast; F = PTPN22 act; G = hDAT+cocaine; H = LYP inh 2; I = PostGolgi ctrl
CCN(CCNC(=O)c1ccc2nc(-c3ccccc3NC(C)=O)c(=O)[nH]c2c1)c1ccccc1
  A: 32 | B: -12 | C: / | D: 0.7 | E: 1 | F: -5 | G: 0.94 | H: 2 | I: 15

CCOC(=O)C(NC(C)=O)(Nc1ccc(S(=O)(=O)Nc2ccncn2)cc1)C(F)(F)F (centres undefined)
  A: / | B: / | C: 0.79 | D: / | E: / | F: -1 | G: -0.63 | H: 3 | I: /

COC(=O)c1ccc(CSc2nnc(-c3ccncc3)o2)o1
  A: 76* | B: / | C: 0.19 | D: 0.2 | E: / | F: -10 | G: -0.088 | H: 11 | I: /

CCn1c(SCC(=O)Nc2ccc3c(c2)OCO3)nnc1-c1ccccc1O
  A: 79* | B: -2 | C: 0.52 | D: 0.2 | E: -3 | F: -4 | G: 1 | H: 4 | I: -5

OCc1cn(-c2ccccc2)nc1-c1ccc(-c2nn(-c3ccccc3)cc2CO)cc1
  A: 19 | B: -6 | C: -2.5 | D: 0.8 | E: 17 | F: 2 | G: 0.057 | H: -5 | I: -3

Fc1ccc(CSc2nc3ncccc3[nH]2)cc1
  A: 51* | B: 6 | C: 1.5 | D: 0.5 | E: -9 | F: 0 | G: 0.043 | H: -1 | I: 3

O=C(CCC1CCCCC1=O)c1ccccc1 (centres undefined)
  A: -6 | B: 3 | C: 0.25 | D: 1.1 | E: 6 | F: -4 | G: 0.8 | H: 1 | I: 11

CCNc1nc(OC)nc(Oc2ccc(C(=O)OC)cc2)n1
  A: -12 | B: 9 | C: -0.04 | D: 1.1 | E: -5 | F: 5 | G: 1.6 | H: -7 | I: 17

O=C(CCn1c(=O)sc2ccccc21)NCc1cccs1
  A: / | B: / | C: -0.59 | D: / | E: / | F: -9 | G: -0.18 | H: 12 | I: /

COc1ccccc1NC(=O)CSc1nnc(C)o1
  A: -4 | B: 2 | C: 0.33 | D: 1 | E: -4 | F: -5 | G: -0.26 | H: 2 | I: -4

CCC(C)(C)NC(=O)C(c1ccc(C)cc1)N(Cc1ccco1)C(=O)CCC(=O)Nc1nccs1 (centres undefined)
  A: 8 | B: -9 | C: 0.97 | D: 0.9 | E: 0 | F: -8 | G: -0.47 | H: 10 | I: -7

CC(C)Cn1c(-c2ccco2)csc1=Nc1cccnc1
  A: 44 | B: 0 | C: 0.14 | D: 0.6 | E: -1 | F: -15 | G: 0.029 | H: 16 | I: 22

CC1=C(C(=O)Nc2ccccc2)C(c2ccc(C)o2)n2c(s/c(=C/c3ccccc3)c2=O)=N1 (centres undefined)
  A: 87* | B: -12 | C: 0.97 | D: 0.1 | E: -2 | F: -1 | G: 0.053 | H: 0 | I: 15

CC(C)NC(=O)NS(=O)(=O)c1cnccc1N1CCCCC1
  A: / | B: / | C: -0.49 | D: / | E: / | F: 8 | G: 0.86 | H: -12 | I: /

Cc1cnc(NC(=O)CSc2nc3ccccc3c(=O)[nH]2)s1
  A: / | B: -1 | C: 0.8 | D: / | E: 5 | F: 10 | G: 0.6 | H: -6 | I: 8

O=C(O)CSCc1cn2cc(Cl)ccc2n1
  A: -4 | B: -7 | C: 0.89 | D: 1 | E: -3 | F: -4 | G: -1.5 | H: 6 | I: 5

Cc1cccc(Nc2nc(N)nc(CN3CCN(c4ccc(F)cc4)CC3)n2)c1
  A: 59* | B: 10 | C: -0.45 | D: 0.4 | E: 3 | F: 10 | G: 1 | H: -10 | I: 6

O=C(O)c1ccc(CN2C(=O)c3ccccc3S2(=O)=O)cc1
  A: -6 | B: 4 | C: 0.45 | D: 1.1 | E: 4 | F: -4 | G: -1.5 | H: -1 | I: 8

O=C1C(=Cc2cccn2-c2ccc(O)cc2)C(=O)c2ccccc21
  A: 19 | B: -12 | C: -1.8 | D: 0.8 | E: 4 | F: 6 | G: / | H: -1 | I: -5

CCOc1ccccc1C(=O)NC1CC2CCCC(C1)N2Cc1nnnn1Cc1ccco1 (centres undefined)
  A: 98* | B: -5 | C: 0.84 | D: 0 | E: -7 | F: -2 | G: 0.56 | H: 2 | I: -2

CCOC(=O)COc1ccc2c(c1)C(=O)CC(C)(c1cccnc1)O2 (centres undefined)
  A: 4 | B: 2 | C: 0.64 | D: 1 | E: 4 | F: -6 | G: 0.33 | H: 4 | I: 42*

Cc1ccc(C(=O)N(c2ccccc2)C2CC(C)N(C(=O)c3ccco3)c3ccccc32)cc1 (centres undefined)
  A: 94* | B: -6 | C: -2.7 | D: 0.1 | E: 8 | F: -7 | G: 0 | H: 9 | I: 6

C=CCOc1ccccc1/C=C/C(=O)O
  A: 13 | B: -8 | C: 0.36 | D: 0.9 | E: 7 | F: 0 | G: -1.1 | H: -1 | I: 20

O=C(c1nn2cccnc2c1Cl)N1CCN(c2ccccc2)CC1
  A: / | B: 0 | C: -0.6 | D: / | E: 2 | F: 8 | G: 0.13 | H: -11 | I: 23

COc1ccc(-c2cn3cccnc3n2)cc1NC(=O)c1ccc(Br)o1
  A: 30 | B: -8 | C: -3.2* | D: 0.7 | E: -21 | F: -6 | G: 0.79 | H: 5 | I: 24

CCOc1ccccc1N1CCN(C(=O)C2c3ccccc3Oc3ccccc32)CC1
  A: 85* | B: -4 | C: 1 | D: 0.2 | E: -6 | F: 4 | G: -0.6 | H: -2 | I: 17

COC(=O)C1=C2SC(C)C(=O)N2C(N)=C(C#N)C1c1ccc(OC)c(OC)c1 (centres undefined)
  A: 56* | B: -6 | C: -0.3 | D: 0.4 | E: 4 | F: 5 | G: -0.071 | H: -6 | I: -1

C=CCNc1oc(-c2ccc(OC)cc2)nc1C#N
  A: 31 | B: 0 | C: -0.37 | D: 0.7 | E: 2 | F: -13 | G: -0.028 | H: 13 | I: 10

C=CCn1c(=O)c2ccccc2n2c(SCC(N)=O)nnc12
  A: -10 | B: 0 | C: 0.58 | D: 1.1 | E: 1 | F: -1 | G: -0.23 | H: -3 | I: -1

CC1Cc2ccccc2N1C(=O)c1ccnc(C(C)(C)C)c1 (centres undefined)
  A: 32 | B: 6 | C: -1.8 | D: 0.7 | E: -2 | F: -3 | G: 0.58 | H: 3 | I: 11

CCCCC(=O)NC1(C(F)(F)F)C(=O)Nc2c1c(=O)[nH]c(=O)n2Cc1ccco1 (centres undefined)
  A: 29 | B: -3 | C: 1.9 | D: 0.7 | E: 21 | F: 0 | G: 0.034 | H: 3 | I: 21

O=C(NCc1cccs1)C1CCN(c2ccc(S(=O)(=O)N3CCOCC3)cc2Cl)CC1
  A: 58* | B: -7 | C: -0.09 | D: 0.4 | E: -3 | F: 15 | G: -0.66 | H: -18 | I: 13

c1ccc(CCNc2nnnn2-c2ccccc2)cc1
  A: 21 | B: 7 | C: -0.29 | D: 0.8 | E: 11 | F: 8 | G: -0.087 | H: -5 | I: 10

CCOCCCNC(=O)Cn1cc2c(n1)CCCC2
  A: -1 | B: 11 | C: / | D: 1 | E: 1 | F: / | G: -1 | H: / | I: -4

Cc1cccc(/C=C2/SC(=O)N(Cc3ccccc3Cl)C2=O)n1
  A: -56 | B: -7 | C: 1.3 | D: 1.6 | E: -2 | F: -4 | G: 0.55 | H: 6 | I: 39*

O=C(O)CCC(C(=O)O)n1c(O)c(C2=c3ccccc3=NC2=O)sc1=S (centres undefined)
  A: 22 | B: 1 | C: -0.82 | D: 0.8 | E: -7 | F: / | G: 0.67 | H: / | I: 1

CCC1CCc2c(sc(NC(=O)c3ccco3)c2C(N)=O)C1 (centres undefined)
  A: / | B: / | C: -1.2 | D: / | E: / | F: -4 | G: 0.78 | H: 4 | I: /

O=C(C1CCN(S(=O)(=O)c2ccc(Br)s2)CC1)N1CCc2ccccc21
  A: 12 | B: -12 | C: -0.49 | D: 0.9 | E: -7 | F: 2 | G: -0.28 | H: 0 | I: 52*

CC/C(C)=N\N=C\c1c(O)n(CC)c2cc(C3=NNC(=O)CC3)ccc12
  A: / | B: / | C: 0.51 | D: / | E: / | F: -17 | G: 1.3 | H: 17 | I: /

O=c1c2ccccc2c(C=NCCO)c(O)n1-c1ccccc1
  A: 6 | B: 3 | C: -0.58 | D: 0.9 | E: -9 | F: -2 | G: -1.3 | H: 2 | I: 3

O=C(NC(C(=O)c1ccccc1)N1CCOCC1)c1ccccc1 (centres undefined)
  A: 91* | B: 3 | C: -0.12 | D: 0.1 | E: 0 | F: / | G: 0.14 | H: / | I: 0

Cc1ccc(C)c(Nc2nc3nonc3nc2N2CCOCC2)c1
  A: 8 | B: -2 | C: 0.7 | D: 0.9 | E: 1 | F: 15 | G: / | H: -9 | I: 8

COc1cc(SC)ccc1C(=O)OC1CCOC1=O (centres undefined)
  A: -2 | B: -6 | C: 0.11 | D: 1 | E: -1 | F: 7 | G: -0.027 | H: -3 | I: -9

COCCNC(=O)c1ccc(Cn2c(=S)[nH]c3cc4c(cc3c2=O)OCO4)cc1
  A: 49 | B: 6 | C: 0.79 | D: 0.5 | E: -8 | F: 2 | G: -1.2 | H: -2 | I: 2

CCOC(=O)N1CCN(CC(=O)Nc2c(C(=O)OC)[nH]c3ccccc23)CC1
  A: -5 | B: 9 | C: 1.6 | D: 1.1 | E: -7 | F: -5 | G: 0.013 | H: 4 | I: 24

Cc1c(NC(=O)CN2C(=O)c3cccc4cccc2c34)c(=O)n(-c2ccccc2)n1C
  A: -2 | B: 6 | C: 0.63 | D: 1 | E: 14 | F: -11 | G: -0.28 | H: 11 | I: 13

CCOC(=O)c1cnn(CC2CCCCC2)c1N
  A: 92* | B: 10 | C: -0.42 | D: 0.1 | E: 4 | F: / | G: -0.79 | H: / | I: 6

Cc1ccc(Cn2nnc3c(=O)n(Cc4cccc(C)c4)cnc32)cc1
  A: -106 | B: -7 | C: 0.39 | D: 2.1* | E: 0 | F: 2 | G: 2.5 | H: -1 | I: 14

Cc1ccccc1-c1nnc(SCC(=O)Nc2c(C)n(C)n(-c3ccccc3)c2=O)o1
  A: / | B: / | C: 2.5 | D: / | E: / | F: 0 | G: 0.8 | H: 2 | I: /

CCc1nnc(NC(=O)Cn2nnc(-c3ccccc3F)n2)s1
  A: 66* | B: -2 | C: 0.4 | D: 0.3 | E: 2 | F: / | G: -0.28 | H: / | I: 7

Record cards, from the list above:
`Cc1ccccc1-c1nnc(SCC(=O)Nc2c(C)n(C)n(-c3ccccc3)c2=O)o1` is entered as CYP2C9 inh = /; E coli WT exp = /; Pyk2 oligo antag = 2.5; CYP2C9 act = /; PostGolgi yeast = /; PTPN22 act = 0; hDAT+cocaine = 0.8; LYP inh 2 = 2; PostGolgi ctrl = /
`CCOc1ccccc1N1CCN(C(=O)C2c3ccccc3Oc3ccccc32)CC1` is entered as CYP2C9 inh = 85*; E coli WT exp = -4; Pyk2 oligo antag = 1; CYP2C9 act = 0.2; PostGolgi yeast = -6; PTPN22 act = 4; hDAT+cocaine = -0.6; LYP inh 2 = -2; PostGolgi ctrl = 17

3 entries already listed, sorted by molar mass, high to low.
Assay codes: A = CYP2C9 inh; B = E coli WT exp; C = Pyk2 oligo antag; D = CYP2C9 act; E = PostGolgi yeast; F = PTPN22 act; G = hDAT+cocaine; H = LYP inh 2; I = PostGolgi ctrl
Cc1ccccc1-c1nnc(SCC(=O)Nc2c(C)n(C)n(-c3ccccc3)c2=O)o1
  A: / | B: / | C: 2.5 | D: / | E: / | F: 0 | G: 0.8 | H: 2 | I: /

Cc1cccc(/C=C2/SC(=O)N(Cc3ccccc3Cl)C2=O)n1
  A: -56 | B: -7 | C: 1.3 | D: 1.6 | E: -2 | F: -4 | G: 0.55 | H: 6 | I: 39*

C=CCNc1oc(-c2ccc(OC)cc2)nc1C#N
  A: 31 | B: 0 | C: -0.37 | D: 0.7 | E: 2 | F: -13 | G: -0.028 | H: 13 | I: 10
